Source: PubChem BioAssay
H1N1 NS1A inhibition: H1N1 influenza NS1A inhibitors, functional cell based assay (AID 504329) | NS1A functional cell-based assay, percent inhibition; higher % means a stronger effect | inhibition, % at 12.5 µM, or IC50 in µM where a hit was titrated | hit rate 0.3% among 340,000; in the data active means a potency from the dose series; inconclusive means inhibition above about 27% without an active follow-up result; further: strong numbers were not always called active
VEEV TC-83 Vero: inhibitors of VEEV TC-83 cytopathic effect, confirmation, Vero cells (AID 588727). Vero cells, VEEV TC-83 cytopathic effect inhibition; higher % means a stronger effect. inhibition, % at 20 µM; hits with a dose series show IC50 in µM. hit rate 0.13% among 350,000; in the data active means a potency from the dose series; inconclusive means inhibition mostly from about 14% at the one dose, without a potency; inactive means the rest, 99 in 100 with inhibition below about 12%; further: strong numbers were not always called active
tuberculosis growth: growth inhibition of non-replicating M. tuberculosis (AID 488890). Mycobacterium tuberculosis non-replicating, growth inhibition; higher % means a stronger effect. inhibition, % at 25 µM, or IC50 in µM where a hit was titrated. hit rate 0.39% among 320,000; in the data active means a potency from the dose series; inconclusive means inhibition mostly from about 82% at the one dose, without a potency; inactive means the rest, 99 in 100 with inhibition below about 76%;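 further: plate controls were DMSO cells for no effect and high antibiotic wells for full effect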
Salmonella PhoP GFP: Inhibition of PhoP regulon, Salmonella typhi GFP reporter cells, confirmation, 4 h (AID 1850); inhibition, % at 50 µM, or IC50 in µM where a hit was titrated; hit rate 0.33% among 310,000; Salmonella Typhi PhoP-promoter GFP reporter, fluorescence, 4 h; higher % means a stronger effect; in the data active means a potency from the dose series; inconclusive means inhibition mostly from about 25% at the one dose, without a potency; inactive means the rest, 99 in 100 with inhibition below about 19%;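 further: 0% = induced wells with vehicle and 100% = uninduced wells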
M. tuberculosis HTS: M. tuberculosis growth inhibition, HTS (AID 449762); M. tuberculosis H37Rv growth inhibition, 7H9 media; higher % means a stronger effect; inhibition, % at 25 µM, or IC50 in µM where a hit was titrated; hit rate 0.59% among 330,000; in the data active means a potency from the dose series; inconclusive means inhibition above about 70% without an active follow-up result;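 further: bacterial growth assessed after seven days of incubation; strong numbers were not always called active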
VEEV TC-83 Vero 10K pilot screen: recorded beside VEEV TC-83 Vero, whose call it bears; inhibition, %; measured here: 10K pilot screen inhibition
Starred values were filed as active, the others as inactive; i = inactive; ? = inconclusive; / = no result given.

The opening 6 entries, to show the layout:
SMILES	H1N1 NS1A inhibition	VEEV TC-83 Vero	tuberculosis growth	Salmonella PhoP GFP	M. tuberculosis HTS	others
O=C1Nc2ccccc2C(O)(C(=O)NCc2ccc3c(c2)OCO3)N1c1ccccc1 (centres undefined)	5%	5.8%	-11%	2%	7%	VEEV TC-83 Vero 10K pilot screen=0.9
CN1CCN(S(=O)(=O)c2ccc(Oc3ccc(F)c(Cl)c3)nc2)CC1	3%	0.5%	-5%	5%	-3%
O=c1[nH]c(=S)[nH]c(O)c1N=Nc1ccc(S(=O)(=O)N2CCc3ccccc32)cc1	5%	4.9%	-15%	-2%	4%
O=C(C[n+]1cc(-c2ccc(F)cc2)n2c1CCC2)c1cccs1	-27%	2.9%	11%	4%	-12%
COc1ccccc1CNc1nc(C)c(C(=O)N(C)C)s1	-11%	1.6%	/	/	/
Cc1ccc2nc(C(C)O)[nH]c2c1 (centres undefined)	4%	0.6%	0%	-2%	-1%

This part in full, from the first entry:
SMILES	H1N1 NS1A inhibition	VEEV TC-83 Vero	tuberculosis growth	Salmonella PhoP GFP	M. tuberculosis HTS	others
O=C1Nc2ccccc2C(O)(C(=O)NCc2ccc3c(c2)OCO3)N1c1ccccc1 (centres undefined)	5%	5.8%	-11%	2%	7%	VEEV TC-83 Vero 10K pilot screen=0.9
CN1CCN(S(=O)(=O)c2ccc(Oc3ccc(F)c(Cl)c3)nc2)CC1	3%	0.5%	-5%	5%	-3%
O=c1[nH]c(=S)[nH]c(O)c1N=Nc1ccc(S(=O)(=O)N2CCc3ccccc32)cc1	5%	4.9%	-15%	-2%	4%
O=C(C[n+]1cc(-c2ccc(F)cc2)n2c1CCC2)c1cccs1	-27%	2.9%	11%	4%	-12%
COc1ccccc1CNc1nc(C)c(C(=O)N(C)C)s1	-11%	1.6%	/	/	/
Cc1ccc2nc(C(C)O)[nH]c2c1 (centres undefined)	4%	0.6%	0%	-2%	-1%
COc1ccc(NC(=O)CCCC2CCCCC2)cc1S(=O)(=O)N1CCCCC1	1%	1.1%	10%	-6%	3%
Cc1cnc(NC(=O)COc2ccccc2)s1	4%	i	72%	-10%	-2%	VEEV TC-83 Vero 10K pilot screen=0.1
CC1(C)CC(=O)c2c(O)cc(OCC(=O)N3CCN(c4ccccc4)CC3)cc2O1	1%	0.0%	2%	-10%	-4%
Cc1ccc(C(=O)NCCc2nnc(SCC(=O)Nc3nc(-c4ccccc4)cs3)n2C)cc1	3%	i	5%	-8%	2%
O=C(CCC(=O)c1ccccc1)NC1CCCN(Cc2ccccc2F)C1 (centres undefined)	-2%	i	7%	-4%	3%
COC(=O)C1=C(C)NC(=O)NC1c1cc(Cl)ccc1OC (centres undefined)	17%	1.2%	7%	5%	-6%
CCOC(=O)c1c(NC(=O)Cc2cccs2)sc(C)c1C	-8%	0.1%	13%	3%	6%
Cc1cccc(NC(=O)CN(C)S(=O)(=O)c2cccs2)c1	5%	i	2%	-5%	-4%
CCCC(=O)N1CC(=O)Nc2ccc(C)cc2C1c1ccc(F)cc1 (centres undefined)	3%	0.2%	3%	-5%	-14%
COc1cccc(OCC(O)CN2CCN(CCO)CC2)c1 (centres undefined)	0%	1.0%	-10%	9%	12%
CCCOc1ccc(C(=O)CCC(=O)OCC(=O)N(CC)c2c(N)n(Cc3ccccc3)c(=O)[nH]c2=O)cc1	-7%	1.7%	/	/	/
CO/C([O-])=N/c1c[n+](-c2ccc(C)cc2)no1	0%	0.5%	17%	0%	-2%
CN(C)CCN(Cc1cc2cc3c(cc2[nH]c1=O)OCCO3)C(=S)NCC1CCCO1 (centres undefined)	-13%	1.0%	0%	1%	-1%
O=C(Nc1cccc(F)c1)Nc1c[nH]c(=O)[nH]c1=O	15%	1.0%	-4%	-17%	0%
COc1cc2cc(CN(Cc3cccs3)C(=S)Nc3cccc(C)c3)c(=O)[nH]c2cc1OC	/	/	-2%	5%	-2%
COC(=O)C1=C(C)NC(C)=C(C(=O)OC)C1c1ccc(N(C)C)cc1	3%	1.3%	3%	6%	-7%
COc1ccc(CCNc2nc3ccccc3n3nnnc23)cc1OC	-3%	0.6%	/	-9%	-6%
CCc1cc2cc3c(cc2nc1SCC(=O)Nc1nnc(C)s1)OCCO3	-9%	1.4%	-3%	-3%	1%
COC(=O)CSc1nnc(CSc2nc(C)cc(C)n2)n1Cc1ccco1	3%	2.1%	-6%	-2%	-7%
O=c1c2[nH]c3ccccc3c2ncn1CCC1=CCCCC1	8%	6.0%	-2%	-7%	-1%
CCCCN(CC)Cc1ccc(CNC(=S)Nc2c(C)cc(C)cc2C)o1	9%	i	13%	-20%	-1%
Clc1ccc(-c2nnc(-c3cccnc3)o2)cc1	-1%	0.7%	?	4%	-1%
COc1ccc(Sc2ccccc2CN(C)C)cc1OC	-8%	0.4%	-6%	1%	-5%
CC1CC(=O)N(C)c2ccc([N+](=O)[O-])cc2N1 (centres undefined)	30%	0.2%	-19%	-5%	4%
O=S(=O)(NCC(c1ccc2c(c1)OCO2)N1CCOCC1)c1ccc(Cl)cc1 (centres undefined)	-14%	i	-8%	4%	-6%
CC(=O)c1c(CSc2ccccc2)oc2ccc(O)c(CN(C)C)c12	-4%	i	32%	-7%	3%
Cn1cc(Br)c(C(=O)NNC(=O)Nc2ccccc2C(F)(F)F)n1	-3%	0.4%	6%	7%	1%
CC(=O)Nc1ccc(-c2csc(NC(=O)C3=COCCO3)n2)cc1	4%	8.5%	8%	-2%	15%
CN(NC1OC(=O)c2ccccc21)c1ccc(C(F)(F)F)cc1[N+](=O)[O-] (centres undefined)	/	2.5%	-4%	4%	0%
O=C(OCc1cnc(Cl)s1)c1c(F)cccc1F	-13%	1.8%	35%	-1%	0%

Reprinted at random: 5 compounds from above
SMILES	H1N1 NS1A inhibition	VEEV TC-83 Vero	tuberculosis growth	Salmonella PhoP GFP	M. tuberculosis HTS	others
CCCCN(CC)Cc1ccc(CNC(=S)Nc2c(C)cc(C)cc2C)o1	9%	i	13%	-20%	-1%
COc1ccc(Sc2ccccc2CN(C)C)cc1OC	-8%	0.4%	-6%	1%	-5%
CC1CC(=O)N(C)c2ccc([N+](=O)[O-])cc2N1 (centres undefined)	30%	0.2%	-19%	-5%	4%
COC(=O)CSc1nnc(CSc2nc(C)cc(C)n2)n1Cc1ccco1	3%	2.1%	-6%	-2%	-7%
Cn1cc(Br)c(C(=O)NNC(=O)Nc2ccccc2C(F)(F)F)n1	-3%	0.4%	6%	7%	1%

Going on with the list:
SMILES	H1N1 NS1A inhibition	VEEV TC-83 Vero	tuberculosis growth	Salmonella PhoP GFP	M. tuberculosis HTS	others
COc1ccc(NC(=O)NCc2ccncc2)cc1	2%	1.7%	-7%	0%	-1%	VEEV TC-83 Vero 10K pilot screen=1.4
CN1CCN(CCCNC(=O)c2cc3c(=O)oc4ccccc4c3s2)CC1	-2%	1.7%	6%	-5%	-2%
O=C(c1ccccc1)C(O)C(c1ccccc1)N1CCOCC1 (centres undefined)	0%	1.3%	-1%	-5%	6%
CCOC(=O)c1[nH]c(C)c(C(=O)N2CCN(c3ccc(OC)cc3)CC2)c1C	-11%	2.7%	19%	0%	-1%
O=C(O)c1cc([N+](=O)[O-])ccc1NCc1ccccc1Cl	-2%	0.4%	21%	4%	-2%
CCOc1ccc(C(C(=O)NCCC(C)C)N(CCO)C(=O)c2snc(C(N)=O)c2N)cc1 (centres undefined)	-4%	1.8%	80%	-6%	7%
CN(c1ccccc1)S(=O)(=O)c1cccc(NS(=O)(=O)c2ccc(/C=C/C(=O)O)cc2)c1	-3%	0.7%	1%	2%	-2%
O=C1CCc2cc(S(=O)(=O)N3CCN(c4cccc(Cl)c4)CC3)ccc2N1	-7%	0.2%	0%	3%	5%
Cc1cccc(OCC(=O)N/N=C\c2cc3c(cc2[N+](=O)[O-])OCO3)c1C	1%	0.6%	25%	1%	-3%
Cc1cccc(S(=O)(=O)N2CCN(Cc3ccc4c(c3)OCO4)CC2)c1	2%	i	-5%	3%	13%
COc1ccc(-n2cnc3scc(-c4ccc(OC)c(OC)c4)c3c2=O)cc1	3%	2.0%	27%	-4%	3%
C[C@@H](CSc1ccccc1)CN1CC[C@H](O)CCC1=O	4%	i	-9%	-4%	-12%
CC(C)NC(=O)C(C)n1cccc1C(=O)c1ccccc1 (centres undefined)	1%	i	-21%	2%	0%
C[C@H](CCC(=O)OCc1cn(CC(=O)c2ccc(O)cc2)nn1)C1CC[C@H]2[C@@H]3CC[C@@H]4C[C@H](O)CC[C@]4(C)[C@H]3C[C@H](O)[C@]12C (some centres undefined)	-7%	i	/	/	/
Nc1nnnn1CC(=O)N/N=C/c1ccc(-c2cccc(Cl)c2)o1	-8%	1.5%	15%	-10%	-4%
Cn1nnnc1Sc1ncnc2scc(-c3ccsc3)c12	-16%	?	79%	/	?
O=C(O)c1ccccc1NCCO	-4%	i	7%	0%	1%
O=S(=O)(c1ccc(Nc2ccc(-c3ccc4c(c3)OCCO4)nn2)cc1)N1CCCC1	7%	7.3%	5%	6%	-3%
O=C(NC1CCCC1)c1cnn2c(C(F)(F)F)cc(-c3ccc4c(c3)OCO4)nc12	-6%	6.1%	12%	-8%	3%
CCN(CC)C(=O)[C@H]1C[C@H](CC(=O)NCc2cccc(C(F)(F)F)c2)C(=O)N2CCc3c([nH]c4cc(-c5ccco5)ccc34)[C@]12C	2%	1.9%	/	/	/
CN(C)c1nc2n(c(=O)n1)C(C#N)CS2 (centres undefined)	-18%	0.3%	4%	-1%	-9%
Cc1ccc2[nH]c(=O)c(C(c3nnnn3C(C)(C)C)N(Cc3ccco3)CC3CCCO3)cc2c1 (centres undefined)	3%	0.4%	-2%	-2%	-16%
COc1cc(C(=O)N2CCN=C2c2ccccc2)cc(OC)c1OC	10%	0.4%	-7%	-6%	-5%
CCCOc1ccc(C(CC(=O)O)NC(=O)C(c2ccccc2)c2ccccc2)cc1 (centres undefined)	-11%	6.4%	-6%	/	1%
CC(Sc1nnc(-c2ccc(C(C)(C)C)cc2)n1C)C(N)=O (centres undefined)	-7%	1.2%	20%	5%	-1%
CCOC(=O)c1c[nH]c2c(C(=O)c3ccccc3)cc(Cl)cc2c1=O	18%	3.1%	-6%	10%	-11%
CC(C)CCNC(=O)CSc1nnc(-c2ccc(S(=O)(=O)N3CCCC3)cc2)n1C	2%	0.1%	7%	-7%	2%
Cc1cccc(CSc2nnc(CCNC(=O)OC(C)(C)C)o2)c1	/	3.9%	50%	0%	-1%
CC1(C)C([N+](=O)[O-])C(c2ccc(F)cc2)NC(c2ccc(F)cc2)C1[N+](=O)[O-] (centres undefined)	9%	2.6%	14%	-2%	-9%
COC(=O)c1ccc(N2CCN(C)CC2)c(NC(=O)COc2ccc(OC)cc2)c1	-4%	5.3%	19%	0%	1%	VEEV TC-83 Vero 10K pilot screen=3.5
CCCc1nc2ccc(NC(=O)NCCC(=O)OCC)cc2c(=O)n1Cc1cccc(Cl)c1	2%	0.7%	19%	2%	2%
Brc1ccccc1OCCCCCN1CCCC1	/	/	31%	2%	-8%
O=C(c1ccco1)N1CCN(Cc2nnc(-c3ccccc3F)o2)CC1	1%	2.1%	-5%	8%	7%
COc1ccc(Cl)cc1NC(=O)CNCc1cccs1	0%	i	-1%	-7%	-4%
COc1ccc2oc(C(=O)OCC(=O)NC(C)(C#N)C3CC3)c(C)c2c1 (centres undefined)	0%	4.0%	-17%	-3%	-2%
COc1cccc(-c2c(NC(=O)c3ccco3)oc3ccc(Cl)cc3c2=O)c1	-6%	2.3%	19%	10%	2%
C[C@@H]1CC[C@]2(C(=O)O[C@@H]3O[C@H](CO)[C@@H](O)[C@H](O)[C@H]3O)CC[C@]3(C)C(=CCC4[C@@]5(C)CC[C@H](O[C@@H]6OC[C@H](O)[C@H](O[C@@H]7O[C@H](CO)[C@@H](O)[C@H](O)[C@H]7O)[C@H]6O)C(C)(C)C5CC[C@]43C)C2[C@]1(C)O (some centres undefined)	11%	0.6%	0%	/	-6%

Outcome played no part in choosing rows (roughly 1.5% active in at least one column).
